Assay outcomes deposited in PubChem by several laboratories.
H9c2 protect = myocardial damage modulation in H9c2 cells | H9c2 cardiomyocytes, H2O2 injury protection, ATPLite, 2 h | AID 588492 | protection from H2O2 cell death, % at 20 µM | 360,000 compounds, 0.63% hits;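 active means compounds giving at least 50% protection of heart cells from peroxide-induced death in the single-dose screen, raw or plate-pattern-corrected value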;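 further: 0% = DMSO wells with peroxide and 100% = DMSO wells without peroxide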
MC4R ag barr = agonists of human melanocortin 4 receptor (MC4R) beta-arrestin; P32245; AID 540308; activation, % at 8.9 µM; 360,000 compounds, 0.98% hits; U2OS MC4R beta-arrestin complementation, luminescence; percent of melanotan II response, DMSO zero;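 active means activation above a per-plate cutoff, the mean activation of sample wells on that plate plus 3 SD, cut at about 8% in these data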
Glyco luc inh = N-linked glycosylation inhibition. 360,000 compounds, 0.23% hits. AID 588692. D54 ERlucT glycosylation luciferase reporter, 24 h; percent of 100 nM tunicamycin response. reporter increase, % at 12.5 µM;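 active means mean luciferase reporter signal, scaled so untreated is 0 and the glycosylation-blocking control 100, at or above a set limit in every replicate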;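 further: luciferase carries N-glycosylation sites so blocking glycosylation raises the light; 0% = median of neutral control wells and 100% = median of 100 nM tunicamycin wells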
ABCB6 inh 2 = inhibitors of human ABC transporter ABCB6. Q9NP58. K562-ABCB6 porphyrin accumulation, flow cytometry, 1 h; hits give low values. fluorescence ratio to DMSO, % at 10 µM. 360,000 compounds, 0.19% hits;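 active means fluorescence ratio to DMSO below 75%, the collection mean minus 3 SD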;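 further: signal is porphyrin accumulated inside mitochondria; 100% equals median channel fluorescence of DMSO control wells; lower ratio means ABCB6 inhibition with less porphyrin fluorescence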
aDG glyco up = increases alpha dystroglycan glycosylation. 360,000 compounds, 0.22% hits. Pro5-aDG cells, alpha-DG glycosylation AlphaScreen (IIH6); 0% Pro5, 100% B10-LARGE cell signal. activation, % at 10 µM;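 active means activation of at least 8% versus controls, or a plate z-score of at least 8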;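 further: Pro5 are CHO cells carrying HIG-tagged alpha-DG that lacks glycosylation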
iPSC survival up = hiPSC single-cell survival enhancement. ATPlite luminescence; 100% = ROCK inhibitor wells, 0% = DMSO. survival enhancement, % at 20 µM. 360,000 compounds, 0.044% hits; in the data active means survival enhancement above about 18%;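 further: cells exposed to compounds for 16 hours before the ATP read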
HTR2A ag = mouse HTR2A agonism via beta-arrestin recruitment; P35363; activation, % at 7.6 µM; CHO-K1 mHTR2A beta-arrestin complementation, luminescence; percent of 30 µM serotonin response; 360,000 compounds, 0.66% hits; AID 624169;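 active means activation above a run cutoff, the mean activation of all tested compounds plus 3 SD, cut at about 14% in these data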;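 further: 0% = plate median of compound wells and 100% = 30 µM serotonin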
Exocytosis inh = blocks lytic granule exocytosis; inhibition, % at 10 µM; 360,000 compounds, 0.66% hits; AID 651702; TALL-104 LAMP-1 surface exposure, flow cytometry; cells stimulated with thapsigargin and PMA;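 active means inhibition above about 55%, limit read from the data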
ABHD5-PLIN5 inh = inhibitors of human ABHD5-perilipin-5 interaction; Q00G26+Q8WTS1; Split G. princeps luciferase complementation, luminescence, 4 h; inhibition, % at 4 µM; 360,000 compounds, 0.78% hits;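 active means inhibition above the mean inhibition across every tested compound plus 3 SD, cut at about 22% in these data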;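 further: 0% = DMSO only wells and the 100% control is not disclosed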
Target sequence (Q00G26 whole entry, looked up): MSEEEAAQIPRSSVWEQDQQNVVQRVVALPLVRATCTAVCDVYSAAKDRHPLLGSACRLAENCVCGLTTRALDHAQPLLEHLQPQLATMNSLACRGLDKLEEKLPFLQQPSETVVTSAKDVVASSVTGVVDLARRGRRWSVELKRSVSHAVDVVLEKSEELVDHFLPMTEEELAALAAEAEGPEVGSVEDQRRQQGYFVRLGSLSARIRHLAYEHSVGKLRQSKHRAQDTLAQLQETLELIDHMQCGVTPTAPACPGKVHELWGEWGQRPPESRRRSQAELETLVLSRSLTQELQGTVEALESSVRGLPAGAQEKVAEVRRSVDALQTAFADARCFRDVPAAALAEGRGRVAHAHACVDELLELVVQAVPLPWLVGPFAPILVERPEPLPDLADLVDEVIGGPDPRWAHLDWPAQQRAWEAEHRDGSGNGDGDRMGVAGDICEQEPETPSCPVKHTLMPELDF
Target sequence (Q8WTS1 whole entry, looked up): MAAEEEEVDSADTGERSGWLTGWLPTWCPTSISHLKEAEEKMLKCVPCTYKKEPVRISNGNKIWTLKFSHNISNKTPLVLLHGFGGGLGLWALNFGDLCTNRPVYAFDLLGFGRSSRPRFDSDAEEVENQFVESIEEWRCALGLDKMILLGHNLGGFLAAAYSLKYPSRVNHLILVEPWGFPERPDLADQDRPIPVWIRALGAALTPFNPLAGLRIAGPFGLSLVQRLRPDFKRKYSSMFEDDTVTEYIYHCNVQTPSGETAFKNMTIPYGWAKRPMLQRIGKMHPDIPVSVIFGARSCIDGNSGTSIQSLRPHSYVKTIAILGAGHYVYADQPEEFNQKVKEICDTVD
MC4R antag cAMP = antagonists of human melanocortin 4 receptor (MC4R); MC4R-expressing cells, MTII-stimulated cAMP, LANCE TR-FRET; AID 540295; 360,000 compounds, 0.48% hits; inhibition, % at 6.5 µM;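 active means inhibition above its plate's cutoff, the mean of tested wells on that plate plus 3 SD, cut at about 29% in these data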;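 further: 0% = Melanotan II alone and 100% = Melanotan II plus saturating MCL0020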
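system = U2OS cells with stable human MC4R expression | also added = Melanotan II challenge after compound preincubation | dosing = one concentration, 6.5 µM nominal | incubation = compound 30 min, challenge 1 h, detection 1 h | measured by = TR-FRET with Eu-cAMP and labeled anti-cAMP, 671 nm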
Starred values were filed as active, the others as inactive.

canonical_smiles | H9c2 protect | MC4R ag barr | Glyco luc inh | ABCB6 inh 2 | aDG glyco up | iPSC survival up | HTR2A ag | Exocytosis inh | ABHD5-PLIN5 inh | MC4R antag cAMP
Cc1ccc(OCC(O)CNCc2ccccc2)cc1C (stereo unspecified) | 2 | 3.4 | -1 | 97 | 0.0 | -0.4 | -2 | 2 | 4 | -1
CCOCCCN(C)C1CCN(C(=O)c2oc3ccccc3c2NC(=O)COc2cccc(C)c2)CC1 | 7 | -1.0 | -4 | 100 | 0.2 | -0.3 | -13 | 24 | 3 | 1
O=S(=O)(Nc1nccs1)c1cc(Cl)ccc1Cl | -3 | 1.2 | 0 | 109 | -0.1 | 0.0 | 0 | -2 | 1 | 4
CCSc1ccc(-c2ccc(C)cc2)nn1 | -26 | 0.0 | -12 | 97 | 0.1 | -0.9 | -1 | -2 | -1 | -4
CC(C)(O)c1ccc2c(c1)CCC1C(C)(C(=O)O)CCCC21C (stereo unspecified) | -2 | -1.3 | -7 | 94 | 0.9 | 4.0 | 2 | 2 | 2 | 8
CN1CCN(CC(=O)Nc2sc3c(c2C(=O)Nc2ccccc2)CCCC3)CC1 | 3 | -3.0 | 2 | 100 | 0.1 | 0.3 | 0 | -1 | 5 | 4
O=C1c2ccccc2CN1C(CO)c1ccccc1 (stereo unspecified) | -4 | -2.9 | 5 | 99 | 0.1 | -0.2 | -6 | -6 | 4 | 13
Cc1onc(-c2ccccc2)c1C(=O)NCC(O)c1ccccc1 (stereo unspecified) | 4 | -1.8 | 0 | 98 | -0.1 | -0.1 | 1 | 4 | 3 | 1
COc1ccc(NC(=O)c2ccccc2F)cc1Cl | -12 | -0.1 | -3 | 99 | -0.2 | -2.8 | -6 | -5 | -3 | 11
CN(C)CCOc1ccc(-c2c(-c3ccccc3)sc3ccccc23)cc1 | -23 | 23* | -13 | 92 | 0.6 | -6.8 | -1 | -19 | 29* | 15

A few values from the list:
COc1ccc(NC(=O)c2ccccc2F)cc1Cl | MC4R antag cAMP = 11
CN(C)CCOc1ccc(-c2c(-c3ccccc3)sc3ccccc23)cc1 | Exocytosis inh = -19

New compounds follow:
canonical_smiles | H9c2 protect | MC4R ag barr | Glyco luc inh | ABCB6 inh 2 | aDG glyco up | iPSC survival up | HTR2A ag | Exocytosis inh | ABHD5-PLIN5 inh | MC4R antag cAMP
Cc1ccc(S(=O)(=O)Nc2ccc(C(OC(=O)c3ccccc3[N+](=O)[O-])(C(F)(F)F)C(F)(F)F)cc2)cc1 | 2 | -0.6 | -1 | 94 | 0.1 | 0.7 | -8 | 5 | -7 | 7
C=C(C)COc1ccc(-c2ncncc2-c2ccc(Br)cc2)c(O)c1 | 1 | -1.2 | -3 | 97 | -0.2 | -0.7 | -8 | 16 | -6 | -3
Cc1ccn(CCC(=O)N2CCCC(N3CCN(c4ccccc4C)CC3)C2)n1 (stereo unspecified) | -2 | -0.5 | 2 | 103 | 0.0 | -0.6 | -5 | -1 | 11 | -6
Cc1ccc(S(=O)(=O)N(C(=O)c2ccncc2)c2ccc(OC(=O)c3ccncc3)c3ccccc23)cc1 | -29 | -2.3 | 8 | 93 | 0.4 | -1.4 | -3 | 118* | 19 | -19
CCOc1cc(C(=S)N2CCOCC2)ccc1OS(=O)(=O)c1ccccc1 | -4 | 4.2 | -2 | 101 | 0.1 | -1.7 | -4 | -3 | 13 | 9
O=C(COC(=O)c1ccc2ccccc2n1)Nc1ccccc1F | -4 | -4.1 | 0 | 132 | 0.0 | 1.2 | 1 | 3 | -7 | -1
CC(=O)Nc1ccc(NC(=O)C2(C)CC2(Cl)Cl)cc1 (stereo unspecified) | 6 | -1.1 | 1 | 99 | 0.1 | 1.1 | 0 | -2 | -1 | 15
CCCCn1c(C(C)O)nc2ccccc21 (stereo unspecified) | 6 | -1.5 | 0 | 112 | 0.1 | -0.8 | 2 | -1 | -10 | -5
COc1ccc(-c2ccc(C(=O)N3CCN(C)CC3)c3occc23)c(C)c1 | 4 | 0.9 | -5 | 81 | 0.6 | -1.6 | -7 | -8 | -3 | -5
CC(OC(=O)Cc1c(F)cccc1Cl)C(=O)NC1(C#N)CCCCC1 (stereo unspecified) | 12 | -0.2 | 1 | 94 | -0.1 | 0.1 | 0 | 2 | -3 | 11
O=C(O)CCc1ccc(-c2ccc(F)cc2)n1CC1CCCO1 (stereo unspecified) | 0 | -2.1 | 2 | 100 | -0.1 | -1.7 | -2 | 4 | -5 | 10
Cc1ccc(C(=O)Nc2nnc(-c3cccs3)s2)cc1C | -28 | -1.6 | 1 | 89 | 0.0 | 1.2 | 3 | 0 | -8 | -2
COc1ccc(/C=C2\N=C(C)OC2=O)cc1[N+](=O)[O-] | 15 | -2.5 | 1 | 99 | -0.1 | -0.2 | 1 | 6 | 1 | 2
COC(=O)c1ccc(C2c3[nH]c4ccccc4c3C[C@H]3C(=O)N(C4CCN(Cc5ccccc5)CC4)CC(=O)N23)cc1 (stereo partly specified) | -7 | -0.9 | -5 | 100 | 1.9 | -0.8 | 1 | -2 | 8 | 37*
O=C(Nc1ccc(F)cc1)C1CCN(C(=O)NCc2ccccc2)CC1 | 1 | 0.1 | 0 | 100 | -0.2 | -0.5 | -5 | 5 | 2 | 1
CCc1c(OC(C)=O)c2ccccc2n(C)c1=O | 12 | 4.6 | 2 | 97 | 0.4 | -1.1 | 3 | -3 | 12 | -1
Cc1cccc(C)c1NC(=S)NCCCN1CCCC1=O | 9 | -0.1 | 4 | 98 | -0.2 | 4.7 | 11 | -2 | 0 | -2
Cc1cccc2c(C(=O)O)cc(-c3cccnc3)nc12 | 0 | -1.7 | 0 | 101 | -0.4 | -1.1 | -1 | 1 | 0 | 13
COc1ccc(CC(C(=O)Nc2cccc(F)c2)c2nn[nH]n2)c(OC)c1 (stereo unspecified) | 0 | -2.1 | 1 | 99 | 0.0 | -0.8 | 0 | -2 | -6 | 4
CCCCC(=O)Nc1cc(OCC)c(NC(=S)NC)cc1OCC | 0 | -3.1 | -1 | 96 | -0.4 | 0.1 | -2 | -8 | -8 | -1
CC(C)CN(C(=O)c1nn(C)c(=O)c2ccccc12)c1nc2ccccc2s1 | -4 | 2.4 | 1 | 94 | 0.5 | 3.9 | 8 | 2 | 13 | -1
O=C(NC1CC2CCC(C1)N2C(=O)NCc1ccccc1)NC12CC3CC(CC(C3)C1)C2 (stereo unspecified) | 10 | 0.5 | -2 | 99 | -0.3 | -1.5 | -2 | 0 | 3 | 14
CNCCNC[C@H](Cc1cccc2ccccc12)NCCc1ccccc1 | 9 | 1.1 | 0 | 97 | 0.5 | -6.0 | -2 | -4 | 9 | 1
Cc1nnsc1C(=O)NC(=O)Nc1ccc(F)c(Cl)c1 | -7 | 0.7 | 2 | 100 | 0.0 | -0.4 | 1 | 2 | 8 | 7
C[C@H]1CN([C@@H](C)CO)C(=O)CCCn2cc(nn2)CO[C@@H]1CN(C)S(=O)(=O)c1ccc2c(c1)OCCCO2 | 5 | -1.1 | 3 | 99 | 0.0 | -2.4 | -1 | -3 | -2 | 2
CCN1CCN(C(=O)c2sc3nc(C)nc(N4CCC(C)CC4)c3c2C)CC1 | -4 | -2.0 | -4 | 102 | -0.1 | 4.9 | 6 | -1 | 4 | 2
COc1ccc(-c2nc3ccccn3c2NC2CCCCC2)cc1SC1CCCCC1 | -19 | -3.1 | -11 | 95 | 1.2 | -1.0 | -5 | -1 | -2 | 19
Cc1c(C(=O)Nc2nnc(SCc3ccccc3Cl)s2)cccc1[N+](=O)[O-] | -8 | -0.6 | 1 | 97 | 0.2 | -0.1 | 5 | -4 | -3 | -1
CSc1ccccc1NC(=O)C1CC(c2ccccc2Cl)=NO1 (stereo unspecified) | 4 | -0.5 | -3 | 102 | 0.0 | 1.5 | -2 | -8 | -7 | 1
O=C(Cn1cc(C(F)(F)F)cc(Cl)c1=O)NCC1COc2ccccc2O1 (stereo unspecified) | -1 | -1.1 | 3 | 98 | 0.0 | -0.5 | 2 | -3 | -2 | 16
O=C(Nc1ccc(C(F)(F)F)cc1-c1ccccc1)c1ccccc1 | 2 | 13* | 0 | 87 | -0.2 | 0.2 | 0 | 4 | -3 | -5
Cc1ccc(-c2cnc(C(O)c3ccc(C)cc3)[nH]2)cc1 (stereo unspecified) | -6 | 0.3 | -3 | 101 | 0.3 | 1.3 | 3 | -10 | 1 | 6
COc1ccc(CC(=O)NNC(=O)c2ccc(Br)o2)cc1 | 7 | -2.2 | 4 | 94 | -0.1 | 0.5 | 9 | 2 | -9 | -3
Clc1ccc(-c2nnc3n2CCCCS3)cc1 | 7 | 0.8 | 3 | 100 | -0.3 | 3.0 | 2 | 0 | 1 | 35*
COc1ccc(C)cc1NC(=O)COC(=O)c1c(C)nn(-c2ccccc2)c1C | -15 | -0.1 | 3 | 93 | 0.0 | -0.4 | 1 | 11 | 5 | 12
O=C(CSc1nnc(-c2cccc(F)c2)o1)NC1CCCC1 | -6 | -0.4 | 1 | 99 | 0.2 | -0.4 | -13 | 10 | -9 | 17
COc1cccc(CC(=O)Nc2ccccc2N2CCCC2)c1 | 0 | -0.3 | -1 | 93 | 0.2 | 0.5 | -2 | 6 | 1 | 16
Cc1ccc2c(c1)N(CC(=O)NCCCN1CCOCC1)C(=O)C(C(C)C)O2 (stereo unspecified) | 0 | -0.2 | 1 | 96 | 0.0 | -0.4 | -2 | -2 | -9 | -6
CCN(CC(=O)Nc1cc(S(=O)(=O)N2CCCCC2)ccc1Cl)Cc1ccccc1 | -17 | -3.2 | -8 | 89 | 0.8 | -0.4 | -7 | 1 | -2 | 12
CC(=O)N1CCN(c2ccc(NC(=O)/C=C/c3ccccc3)cc2)CC1 | 4 | -0.7 | 0 | 99 | -0.2 | 6.0 | -3 | 0 | 1 | 11
O=C(NCCc1ccccc1)C1CCCN1S(=O)(=O)c1ccccc1 (stereo unspecified) | -2 | -1.3 | 0 | 92 | -0.1 | 0.3 | 0 | -1 | -5 | -12
CC(CCC(C)C(C)(C)C)[C@@H]1CC[C@H]2C3C[C@H](OS(O)(=S)=S)[C@H]4C[C@H](OS(O)(=S)=S)[C@@H](OS(O)(=S)=S)C[C@]4(C)[C@H]3CC[C@]12C (stereo partly specified) (tested in a mixture with another compound) | -26 | -1.1 | 5 | 105 | 0.8 | 0.3 | 14 | 8 | 5 | 25
O=C(NCc1ccccc1Cl)c1cc(=O)[nH]c2ccccc12 | -2 | -0.1 | 2 | 105 | -0.1 | -0.5 | -2 | 0 | -9 | 3
CCOc1ccc(Br)cc1S(=O)(=O)Nc1cccc(S(=O)(=O)N2CCOCC2)c1 | -13 | -1.2 | 1 | 98 | 2.0 | 3.4 | 8 | 97* | 7 | 8
Cc1c(C(=O)N2CCN(CCc3ccccc3)CC2)oc2ccccc12 | -7 | 2.4 | 0 | 104 | -0.1 | 2.5 | -4 | 1 | -6 | -4
